ATG4B inhibitor: ATG4B protease inhibitors, primary screen, biochemical, fluorescence, uHTS; ATG4B cleavage of LC3-PLA2, NBD-HPC fluorescence, 1 h; inhibition, % at 8.33 µM; actives 0.51% (n = 340,000); in the data active = inhibition above about 40%
APJ agonist: agonists of human apelin receptor APJ, primary screen, CHO-K1 cells, PathHunter beta-arrestin, luminescence; P35414; 0% DMSO wells, 100% apelin; activation, % at 20 µM; actives 0.11% (n = 330,000); AID 2520, 2010;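 active = activation more than six SD over the plate average, tested at 20 µM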;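 note: 0% = DMSO alone and 100% = apelin-13 at 10 nM; some results filed as inactive read as strong as hits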
Target sequence (P35414 whole entry, looked up): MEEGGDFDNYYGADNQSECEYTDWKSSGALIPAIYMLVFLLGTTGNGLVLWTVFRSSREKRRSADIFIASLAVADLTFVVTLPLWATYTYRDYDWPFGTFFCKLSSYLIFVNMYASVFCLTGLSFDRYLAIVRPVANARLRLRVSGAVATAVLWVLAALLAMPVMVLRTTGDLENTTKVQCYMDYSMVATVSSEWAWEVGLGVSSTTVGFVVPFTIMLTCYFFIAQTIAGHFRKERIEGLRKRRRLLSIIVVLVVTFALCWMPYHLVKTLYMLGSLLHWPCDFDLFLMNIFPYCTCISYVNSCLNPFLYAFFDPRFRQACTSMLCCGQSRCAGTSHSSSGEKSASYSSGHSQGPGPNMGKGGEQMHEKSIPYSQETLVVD
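Assay system: engineered CHO-K1 APJ arrestin reporter cells; Amount: 1000 CHO-K1 reporter cells seeded per well; Dosing: one dose, 20 µM compound, 1% DMSO; Times: compound stimulation 90 min at 25 °C, detection 60 min; Measured by: luminescent beta-gal fragment complementation, chemiluminescent substrate; Read-out: APJ–arrestin association signal; Controls: DMSO vs Apelin-13 10 nM.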
CXCR6 inh: CXCR6 receptor inhibitors, primary screen, cell-based, beta-arrestin, luminescence, CHO-K1 PathHunter, 1536-well. C-X-C chemokine receptor type 6 (Homo sapiens), O00574. inhibition, % at 20 µM. actives 0.36% (n = 360,000). AID 602244, 2012; in the data active = inhibition above about 34%, passing the limit was not always enough;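 note: antagonist mode with CXCL16 agonist at 10 nM final; 0% = 10 nM CXCL16 with DMSO and 100% = unstimulated wells without agonist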
Target sequence (O00574 whole entry, looked up): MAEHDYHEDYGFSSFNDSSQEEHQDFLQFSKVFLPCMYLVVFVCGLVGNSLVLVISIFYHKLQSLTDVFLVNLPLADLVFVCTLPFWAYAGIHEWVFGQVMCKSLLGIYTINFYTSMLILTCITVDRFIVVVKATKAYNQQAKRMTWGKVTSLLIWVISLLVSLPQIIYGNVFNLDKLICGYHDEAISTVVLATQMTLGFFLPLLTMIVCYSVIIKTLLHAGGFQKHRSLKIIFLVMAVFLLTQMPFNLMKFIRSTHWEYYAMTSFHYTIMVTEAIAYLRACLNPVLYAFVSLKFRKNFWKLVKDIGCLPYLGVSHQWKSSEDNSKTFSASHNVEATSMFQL
UBC13 inh: UBC13 polyubiquitin chain formation inhibitors, primary screen, biochemical, TR-FRET, uHTS | actives 0.47% (n = 330,000) | Ubiquitin-conjugating enzyme E2 N (Homo sapiens), P61088 | inhibition, % at 20 µM; in the data active = inhibition above about 45%, passing the limit was not always enough
APJ antag: antagonists of human apelin receptor APJ, primary screen, CHO-K1 cells, beta-arrestin complementation, luminescence | inhibition, % at 20 µM | actives 0.32% (n = 330,000);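 active = inhibition above about 40% at 20 µM, limit read from the data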;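 note: cells challenged with 10 nM apelin-13 agonist together with compound; plate controls were apelin-13 plus DMSO wells for no effect and DMSO wells lacking apelin-13 for full effect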
EBI2 antag: EBI2 receptor antagonists, beta-arrestin recruitment, primary screen, cell-based, luminescence, 7a,25-OHC stimulation, uHTS. 7a,25-OHC stimulated. inhibition, % at 5 µM. actives 0.81% (n = 360,000). AID 651636, 2012; in the data active = inhibition above about 38%;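 note: enzyme fragment complementation signal reports receptor beta-arrestin coupling in cells; 0% = agonist plus DMSO wells and 100% = wells without agonist; some results beyond the cut were filed as inactive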
Gli-Sufu block: Gli-Sufu pathway antagonists, primary screen, luciferase luminescence, Sufu-KO-LIGHT cells, uHTS; Sufu-KO-LIGHT fibroblasts, Gli luciferase reporter luminescence; inhibition, % at 5 µM; actives 0.74% (n = 340,000);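 active = inhibition above about 55%, limit read from the data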;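 note: 0% = DMSO-treated cells and 100% = wells with medium but no cells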
CCR6 antag: CCR6 receptor antagonists, primary screen, cell-based, CHO-K1, luminescence, beta-arrestin, uHTS | C-C chemokine receptor type 6 (Homo sapiens), P51684 | actives 0.49% (n = 340,000) | CHO-K1 CCR6 PathHunter beta-arrestin, CCL20-stimulated | inhibition, % at 20 µM;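 active = compounds whose inhibition of the agonist-driven luminescence signal at 20 µM reaches about 50%, limit read from the data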;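 note: cells stimulated with CCL20 at 14 nM final; plate controls were DMSO with CCL20 for no effect and DMSO without agonist for full effect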
Target sequence (P51684 whole entry, looked up): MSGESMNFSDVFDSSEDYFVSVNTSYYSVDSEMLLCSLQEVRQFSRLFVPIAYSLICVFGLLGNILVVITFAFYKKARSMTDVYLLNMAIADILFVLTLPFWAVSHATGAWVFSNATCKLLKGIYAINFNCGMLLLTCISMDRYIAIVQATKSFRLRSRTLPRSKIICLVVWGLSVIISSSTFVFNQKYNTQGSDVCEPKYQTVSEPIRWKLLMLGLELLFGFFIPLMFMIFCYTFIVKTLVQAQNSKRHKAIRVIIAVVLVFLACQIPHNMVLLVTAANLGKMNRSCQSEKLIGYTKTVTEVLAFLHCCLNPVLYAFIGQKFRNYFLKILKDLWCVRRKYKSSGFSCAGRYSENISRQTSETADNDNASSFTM
An asterisk follows results filed as active; . = not tested or not shown. Outcome played no part in choosing rows; any-hit rate near 3%.

nr | structure | ATG4B inhibitor | APJ agonist | CXCR6 inh | UBC13 inh | APJ antag | EBI2 antag | Gli-Sufu block | CCR6 antag
1 | O=S(=O)(NCC1CCC(NS(=O)(=O)c2c(F)cccc2F)CC1)c1ccc2c(c1)OCCO2 (centres undefined) | -12.6 | 0.7 | -11.1 | -18.4 | -6.2 | 0.6 | 0.4 | -3.0
2 | O=C(Nc1ccc(Nc2ccccc2)cc1)C(Cl)Cl | -3.9 | -2.1 | -13.3 | -9.4 | 0.0 | 0.8 | 18.2 | 25.9
3 | O=C(c1ccco1)n1nc(-c2ccco2)nc1SCc1ccccc1 | -6.2 | 0.2 | 8.2 | -6.6 | -1.0 | -1.8 | -19.4 | 8.5
4 | CN(C)S(=O)(=O)c1cccc(NC(=O)CSc2nc3c(cc2C#N)C(=O)CC(C)(C)C3)c1 | -11.9 | 0.1 | 2.7 | 8.4 | 4.6 | -2.9 | 7.7 | 15.9
5 | CC(=O)N1CCC(C(=O)NC2CCCc3c2cnn3-c2cc(F)cc(F)c2)CC1 (centres undefined) | -0.5 | 2.5 | -7.1 | 1.1 | 10.9 | 2.8 | 1.5 | 8.6
6 | Cc1nnc(SCc2ccc(Cl)cc2)n1CC1CCCO1 (centres undefined) | -5.2 | -0.1 | 2.9 | 3.5 | -2.6 | 2.4 | -2.6 | 6.9
7 | CCCCNC(=S)Nc1ccccc1F | 3.1 | 1.0 | 0.0 | -1.4 | 2.0 | -12.0 | 8.1 | 0.7
8 | CCOC(=O)c1c(C2CC2)csc1NC(=O)COC(=O)c1ccc[n+]([O-])c1 | -1.2 | -0.3 | -2.8 | 1.2 | 5.6 | 3.4 | -2.6 | 0.7
9 | CCOC(Cn1c(SCC(=O)Nc2cc(C)on2)nc2ccccc2c1=O)OCC | 1.7 | 2.1 | -3.7 | 1.2 | 3.6 | -10.6 | 4.4 | 9.6
10 | CC1C(=O)Nc2ccccc2N1C(=O)c1ccc(Cl)c(Cl)c1 (centres undefined) | -14.2 | -1.7 | 4.4 | 11.6 | 18.2 | -3.0 | 4.6 | -0.8
11 | O=C(COc1ccc2ccc(=O)oc2c1)Nc1cccnc1 | -3.2 | -0.2 | -2.0 | -4.7 | 6.6 | -6.6 | 1.8 | 5.3
12 | CCCCCCSc1ccc([C@@H]2[C@@H]3C(=O)N(CC)C(=O)[C@@H]3[C@]3(C(=O)OC)CCCCN23)cc1OC | -10.1 | -5.4 | 14.1 | 4.0 | 17.8 | 12.6 | 10.6 | 19.9
13 | COC1C=CC=C(C)C(=O)NC2=CC(=O)C(N)=C(CC(C)CC(OC)C(O)C(C)C=C(C)C1OC(N)=O)C2=O (centres undefined) | -1.6 | . | -7.4 | . | . | -31.3 | 69.1* | 2.9
14 | Cc1nc2ccccc2c(=O)n1NC(=O)C1CCC(C(C)(C)C)CC1 (centres undefined) | -4.9 | -1.0 | -8.1 | 2.3 | 20.0 | -10.8 | 21.7 | 2.7
15 | CCOc1c(C)cnc2c1c(=O)n(Cc1ccccc1Cl)c(=O)n2C | -4.8 | -2.8 | -1.3 | 2.5 | -22.4 | -19.1 | 3.7 | 8.4
16 | COc1cc(N)ccc1NC(=O)c1cccs1 | -3.2 | 8.4 | -5.8 | -19.9 | 14.2 | -2.3 | -2.4 | -6.5
17 | CCC(C(=O)NC1CCCC1)n1c2ccccc2c2nc(=O)cc(C)n21 (centres undefined) | -1.3 | . | 4.1 | . | . | 0.7 | 2.3 | 11.3
18 | Cc1nn(-c2ccccc2)c(Cl)c1/C=N/Nc1nc2ccccc2[nH]1 | -0.7 | -0.9 | 2.9 | 3.7 | -2.4 | 13.7 | -127.8 | 4.4
19 | Cc1ccc(S(=O)(=O)N(C)Cc2ccc(-c3nnc4n3CCC4)cc2)cc1 | 0.5 | 2.7 | -3.6 | 2.3 | 9.9 | -5.6 | -30.9 | -2.4
20 | c1ccc(-c2cc(-c3ccccc3)ncn2)cc1 | -9.8 | -0.2 | 1.0 | 6.2 | 5.7 | 6.3 | -9.0 | 13.6
21 | CCOC(=O)c1sc2nc(N3CCOCC3)c3c(c2c1N)CCC3 | -7.5 | 10.7 | -0.4 | 3.6 | -12.7 | 11.8 | 4.0 | 5.1
22 | COCC(C)NC(=O)c1cc(-c2ccc(O)cc2)on1 (centres undefined) | -8.2 | -2.6 | 6.5 | -4.8 | -10.6 | 2.4 | . | 4.0
23 | O=C(NCc1ccco1)C1CC(c2c(Cl)cccc2Cl)=NO1 (centres undefined) | -3.9 | -5.7 | -0.8 | -9.6 | 10.8 | 9.6 | -1.6 | -2.8
24 | COc1ccc(-c2nc3ccc(Cl)cn3c2NC2CCCCC2)cc1SC1CCCCC1 | 1.1 | -3.5 | 24.2 | -20.0 | 6.7 | 25.3 | -2.1 | 23.6
25 | COc1ccc2cc(C(=O)N3CCc4ccccc43)[nH]c2c1 | 6.5 | -1.8 | -7.2 | 6.3 | -3.1 | 8.1 | -106.9 | 3.6
26 | COc1ccc(S(=O)(=O)N(CC(=O)NCCC(C)C)c2ccccc2)cc1OC | -2.4 | -1.9 | -8.0 | 2.0 | -9.5 | -2.6 | 8.3 | -0.5
27 | COc1ccccc1NS(=O)(=O)c1cccc(C(=O)N2CC(C)OC(C)C2)c1 (centres undefined) | 4.0 | -1.3 | 2.3 | 3.5 | 20.9 | 5.4 | -2.1 | 1.3
28 | COc1ccc(S(=O)(=O)N(C)C2(C)CCS(=O)(=O)C2)cc1OC (centres undefined) | -8.1 | -3.1 | -6.7 | 5.3 | 2.4 | 1.8 | -13.5 | 1.4
29 | O=C(Nc1nc(-c2cc(F)ccc2F)cs1)C1=COCCO1 | -4.7 | -3.3 | 3.9 | -4.1 | 10.1 | 16.6 | 6.6 | 11.3
30 | Cc1ccc(/C=[N+](/[O-])C2SC(=S)N(C)C2(C)C)cc1 (centres undefined) | -11.3 | -3.1 | 2.7 | -13.6 | 14.3 | 4.5 | 0.7 | 3.1

New compounds follow
nr | structure | ATG4B inhibitor | APJ agonist | CXCR6 inh | UBC13 inh | APJ antag | EBI2 antag | Gli-Sufu block | CCR6 antag
31 | CCN(CC)S(=O)(=O)c1cccc(C(=O)NNC(=O)C2=NN(c3ccccc3)C(=O)CC2)c1 | -9.8 | -7.0 | -3.9 | -0.2 | -8.4 | -0.7 | -7.8 | 5.0
32 | CCCOC(=O)c1ccc(NC(=O)c2cc(=O)[nH]c3ccccc23)cc1 | 1.5 | -6.1 | 13.7 | -12.9 | 30.4 | -2.4 | -4.8 | 9.7
33 | C[C@]12CC[C@@H]3c4ccc(O)cc4CC[C@H]3[C@@H]1CC[C@@H]2OC(=O)CCC1CCCC1 | -7.3 | 3.8 | -6.1 | 0.7 | -14.8 | 4.8 | -8.9 | -4.1
34 | O=C1CNC(=O)/C(=C/c2cccs2)N1 | 2.3 | -4.6 | 3.1 | -7.3 | -13.9 | -21.0 | 1.2 | 4.9
35 | O=C(CSc1n[nH]c(-c2ccccc2)n1)NCc1cccc(C(=O)O)c1 | -5.7 | -4.2 | -2.3 | 6.0 | 5.3 | -10.5 | -16.0 | 9.3
36 | CC1=CC2=NC(=O)/C(=C\c3cccn3CCOc3cc(C)cc(C)c3)C(=N)N2O1 | -1.5 | -3.7 | 12.3 | -2.2 | 21.0 | 7.7 | 0.5 | 21.2
37 | Cc1ccc(Cl)cc1NC(=O)CN1C(=O)NC(C)(C2CC2)C1=O (centres undefined) | 2.3 | 1.3 | 0.0 | -16.7 | -2.7 | -8.6 | . | 6.5
38 | COc1ccc(C2(c3ccc(OC(C)=O)cc3OC(C)=O)CC(c3ccccc3)NC(=S)N2)cc1 (centres undefined) | -10.6 | -1.6 | -1.6 | -4.1 | -7.7 | -3.1 | 62.0* | 1.3
39 | CCN(C(=O)CN1CCN(c2ccccc2O)CC1)c1c(N)n(Cc2ccccc2)c(=O)[nH]c1=O | -1.9 | 0.9 | -7.5 | -1.1 | 14.6 | -4.6 | 2.2 | 8.5
40 | Cc1cc(-c2nnco2)c(C)n1-c1ccccc1 | 2.8 | -3.3 | -8.6 | -0.3 | 10.7 | 5.6 | -27.6 | 9.1
41 | CCn1c(=O)n(CC)c2cc(S(N)(=O)=O)c(C)cc21 | -11.2 | -1.4 | -8.4 | -2.2 | -9.2 | -13.3 | 2.7 | 5.6
42 | Cc1nn(C)c(C(=O)N/N=C/c2cccnc2)c1Cl | -0.1 | 0.2 | 5.2 | 0.4 | 1.3 | -3.4 | 3.5 | -2.2
43 | COc1ccccc1NC(=O)CCC(=O)Nc1nnc(C2CCCCC2)s1 | -1.0 | -6.0 | -7.2 | 1.6 | -13.0 | -5.0 | -3.9 | 15.6
44 | CCOc1ccc(CCNS(=O)(=O)c2ccc3c(c2)NC(=O)CC(=O)N3)cc1OCC | -1.4 | -3.5 | 1.0 | -2.7 | 9.6 | -3.0 | 4.1 | 9.6
45 | COc1ccc(/C=N\NC(=O)CCc2c(C)n[nH]c2C)c(OC)c1OC | 1.2 | 0.4 | -1.7 | 3.6 | 0.9 | -6.9 | -1.6 | 3.2
46 | O=C(CN1C(=O)c2ccccc2C1=O)c1ccc(F)cc1 | 1.8 | -2.8 | 4.4 | 0.4 | 10.5 | -9.7 | 6.5 | 3.2
47 | COc1ccc(C=CC(=O)c2cc(O)ccc2O)cc1 | -5.8 | . | 5.2 | . | . | 6.7 | 0.7 | 15.7
48 | CNc1oc(Cc2cccc3ccccc23)nc1C#N | -6.5 | 0.6 | -11.1 | -5.6 | -11.6 | -4.8 | -3.1 | 15.0
49 | Brc1ccc(-c2nc(-c3cccnc3)no2)o1 | -8.4 | 2.4 | 0.2 | -11.2 | 5.8 | -15.2 | -68.1 | 0.8
50 | COc1ccc(NC(=O)COc2ccccc2Cl)cc1S(=O)(=O)N1CCCCC1 | -5.9 | 5.3 | -1.8 | 1.1 | 20.5 | 3.3 | -9.3 | 19.8
51 | Cc1cc(NC(=O)CSc2nc3c(cnn3-c3cccc(Cl)c3)c(=O)[nH]2)no1 | -2.5 | 3.7 | 1.7 | 7.3 | 14.9 | -6.7 | -8.6 | -2.1
52 | O=C(CCCn1c(=O)c2cccn2c2cccnc21)NCc1cccc(Br)c1 | -0.3 | 4.9 | 2.9 | 3.3 | -7.3 | -8.1 | -3.5 | 9.9
53 | CC1CCCCN1C(=O)CSc1nc(-c2ccccc2)cn1N (centres undefined) | -9.1 | -2.5 | 0.7 | 4.8 | 5.7 | 1.2 | -0.3 | -2.1
54 | COc1ccccc1CC(=O)O/N=C(\N)c1ccccn1 | -2.7 | 2.6 | 0.3 | 1.5 | 15.4 | -8.2 | -7.4 | 2.5
55 | COc1ccc(/C=N/NC(=O)CC(=O)NCc2cccnc2)c(OC)c1 | -3.8 | -2.5 | -4.0 | 14.6 | 0.1 | -3.4 | 2.3 | 10.3

One compound at a time (already shown). Screens in order: ATG4B inhibitor	APJ agonist	CXCR6 inh	UBC13 inh	APJ antag	EBI2 antag	Gli-Sufu block	CCR6 antag
CC1=CC2=NC(=O)/C(=C\c3cccn3CCOc3cc(C)cc(C)c3)C(=N)N2O1 is listed as -1.5	-3.7	12.3	-2.2	21.0	7.7	0.5	21.2
CCN(CC)S(=O)(=O)c1cccc(C(=O)NNC(=O)C2=NN(c3ccccc3)C(=O)CC2)c1 is listed as -9.8	-7.0	-3.9	-0.2	-8.4	-0.7	-7.8	5.0
Cc1cc(-c2nnco2)c(C)n1-c1ccccc1 is listed as 2.8	-3.3	-8.6	-0.3	10.7	5.6	-27.6	9.1
CCN(C(=O)CN1CCN(c2ccccc2O)CC1)c1c(N)n(Cc2ccccc2)c(=O)[nH]c1=O is listed as -1.9	0.9	-7.5	-1.1	14.6	-4.6	2.2	8.5

Screening data (PubChem BioAssay)
